RMI FANCM FP: disruptors of RMI1/RMI2 association with MM2 peptide – biochemical, fluorescence polarization, human, primary screen; RMI core complex with F-MM2 peptide; active compounds read low; hit rate 0.58% among 70,000; RMI core complex (RMI1/RMI2) binding to FANCM MM2 peptide, human; FP signal (polarization) at 33 µM; in the data active = FP signal below about 40; also: inactives centre near 61; strong numbers were not always called active; unit not given here
* hit, by the source's call; & = joins results of further samples. Not all compounds are listed; the hit share may differ from the screen's.

> CS(=O)(=NS(=O)(=O)c1ccc(Cl)cc1)c1ccccc1 (configuration not stated)
  RMI FANCM FP = 46
> Cc1cccc(N2CCN(C(=O)CCc3csc(NC(=O)Nc4ccccc4)n3)CC2)c1
  RMI FANCM FP = 65
> CCOC(=O)c1ccc2nc(NC(C)=O)sc2c1
  RMI FANCM FP = 72
> Cc1c(C(=O)NCCc2cccs2)oc2c1C(O)CC(C)(C)C2 (configuration not stated)
  RMI FANCM FP = 64
> O=C(O)CCCNC1=NCCS1
  RMI FANCM FP = 59
> O=C(NN1C(=O)/C(=C\c2ccco2)SC1=S)c1ccc(OC(F)F)cc1
  RMI FANCM FP = 48
> O=C(NCc1cccnc1)C(=O)NC1CCCCNC1=O (configuration not stated)
  RMI FANCM FP = 57
> CCC(C(N)=O)c1ccccc1 (configuration not stated)
  RMI FANCM FP = 51
> COc1cc([N+](=O)[O-])ccc1NC(=O)c1cccc(Br)c1
  RMI FANCM FP = 57
> COc1cccc2sc(NNC(=O)C3=COCCO3)nc12
  RMI FANCM FP = 74
> Cc1ccn2cc(CCNS(=O)(=O)c3cc([N+](=O)[O-])ccc3C)nc2c1
  RMI FANCM FP = 57
> COc1ccc(-c2oc(N=Cc3ccc(Cl)c([N+](=O)[O-])c3)c(C#N)c2-c2ccc(OC)cc2)cc1
  RMI FANCM FP = 62
> O=C(Nc1cccc(-c2ccc3nnc(-c4cccnc4)n3n2)c1)c1ccccc1[N+](=O)[O-]
  RMI FANCM FP = 69
> CSc1cccc(NC(=O)CCc2csc(NC(=O)c3ccc[nH]c3=O)n2)c1
  RMI FANCM FP = 61
> COCC(=O)N1CCCc2ccc(NS(=O)(=O)c3ccc4c(c3)OCCO4)cc21
  RMI FANCM FP = 72

3 compounds drawn at random from those above:
> O=C(O)CCCNC1=NCCS1
  RMI FANCM FP = 59
> CCOC(=O)c1ccc2nc(NC(C)=O)sc2c1
  RMI FANCM FP = 72
> COc1ccc(-c2oc(N=Cc3ccc(Cl)c([N+](=O)[O-])c3)c(C#N)c2-c2ccc(OC)cc2)cc1
  RMI FANCM FP = 62

The list goes on.
> O=c1[nH]c(O)c(N=Nc2c(Br)cc(Cl)cc2Br)c(=O)[nH]1
  RMI FANCM FP = 51
> CCOC(=O)C1CCN(S(=O)(=O)c2ccc(CNC(=O)c3ccc(Cl)cc3)s2)CC1
  RMI FANCM FP = 57
> COc1cc(Nc2ccc(NC(=O)c3ccc4c(c3)OCO4)cc2)nc(C)n1
  RMI FANCM FP = 56
> CSC(=Nc1cccc(C(F)(F)F)c1)N1CCCC1
  RMI FANCM FP = 58
> O=C(O)C(Cc1ccccc1)NS(=O)(=O)c1cccs1 (configuration not stated)
  RMI FANCM FP = 60
> Cc1ccc(NC(=O)CCCN2C(=O)/C(=C/C=C/c3ccccc3)SC2=S)cc1
  RMI FANCM FP = 80
> O=C(NNc1c(Cl)cccc1Cl)c1ccc([N+](=O)[O-])o1
  RMI FANCM FP = 54
> COc1ccc(N2CCN(Cc3cc(=O)c(OCc4ccccc4Cl)co3)CC2)cc1
  RMI FANCM FP = 52
> O=C1CSC(=S)N1N1C(=O)c2ccccc2C1=O
  RMI FANCM FP = 59
> Cc1nn2c(NCCOCCO)c3c(nc2c1-c1ccccc1)CCCC3
  RMI FANCM FP = 60
> CCOC(=O)CSc1nnc(NC(=O)/C=C\c2ccc3c(c2)OCO3)s1
  RMI FANCM FP = 59
> C/C=C/C=N\NC(=O)OCC
  RMI FANCM FP = 53
> CCOc1cc(C2CC(=O)NC(SCC(=O)Nc3cccc(C)c3C)=C2C#N)ccc1O (configuration not stated)
  RMI FANCM FP = 64
> O=C(CSc1nc2ccccc2o1)N1CCOCC1
  RMI FANCM FP = 72
> COC(=O)C1=C(C)NC2=C(C(=O)CCC2)C1c1ccc(OCc2ccccc2)c(OC)c1 (configuration not stated)
  RMI FANCM FP = 56

> CC(=O)Nc1cccc(OCCCNC(=O)C2CCC2)c1
  RMI FANCM FP = 62
> CC(C)Cn1c(COc2ccc(Cl)cc2Cl)nc2ccccc21
  RMI FANCM FP = 72
> c1ccc(C(c2ccccc2)c2ccn[nH]2)cc1
  RMI FANCM FP = 46
> CC(=O)N1CCCc2cc(S(=O)(=O)NCCOc3ccccc3)ccc21
  RMI FANCM FP = 60
> O=C(Cc1csc(NC(=O)Nc2ccc(Cl)cc2)n1)NCc1ccccn1
  RMI FANCM FP = 59
> O=C1c2ccccc2C(=O)N1N1C(=O)c2ccccc2C1=O
  RMI FANCM FP = 61
> CCCN1CCCc2cc(CCNS(=O)(=O)c3ccc(NC(=O)C(C)C)cc3)ccc21
  RMI FANCM FP = 131
> COc1ccc(-c2nnc(Nc3nc4cc(OC)c(OC)cc4s3)o2)cc1
  RMI FANCM FP = 71
> Cc1ccc(NC(=O)CCCn2nc(-c3cccs3)ccc2=O)cc1Cl
  RMI FANCM FP = 69
> CCc1nnc(NC(=O)CSc2nnc(CNC(=O)c3ccccc3)o2)s1
  RMI FANCM FP = 57
> CN1C(=O)C(C)(C)COc2ccc(NC(=O)OCc3ccccc3)cc21
  RMI FANCM FP = 66
> O=C(Nc1nc(=S)ss1)c1ccccc1Cl
  RMI FANCM FP = 57
> COc1ccccc1C(=O)Nc1nnc(-c2ccc(Br)cc2)o1
  RMI FANCM FP = 63
> CCSc1nnc(-c2ccc([N+](=O)[O-])cc2)n1CC(Br)CBr (configuration not stated)
  RMI FANCM FP = 51
> CC(C)(C)c1csc(CS(=O)(=O)c2cccs2)n1
  RMI FANCM FP = 52

Of the compounds above, 15 have a halogen:
> CS(=O)(=NS(=O)(=O)c1ccc(Cl)cc1)c1ccccc1 (configuration not stated)
  RMI FANCM FP = 46
> O=C(NN1C(=O)/C(=C\c2ccco2)SC1=S)c1ccc(OC(F)F)cc1
  RMI FANCM FP = 48
> COc1cc([N+](=O)[O-])ccc1NC(=O)c1cccc(Br)c1
  RMI FANCM FP = 57
> COc1ccc(-c2oc(N=Cc3ccc(Cl)c([N+](=O)[O-])c3)c(C#N)c2-c2ccc(OC)cc2)cc1
  RMI FANCM FP = 62
> O=c1[nH]c(O)c(N=Nc2c(Br)cc(Cl)cc2Br)c(=O)[nH]1
  RMI FANCM FP = 51
> CCOC(=O)C1CCN(S(=O)(=O)c2ccc(CNC(=O)c3ccc(Cl)cc3)s2)CC1
  RMI FANCM FP = 57
> CSC(=Nc1cccc(C(F)(F)F)c1)N1CCCC1
  RMI FANCM FP = 58
> O=C(NNc1c(Cl)cccc1Cl)c1ccc([N+](=O)[O-])o1
  RMI FANCM FP = 54
> COc1ccc(N2CCN(Cc3cc(=O)c(OCc4ccccc4Cl)co3)CC2)cc1
  RMI FANCM FP = 52
> CC(C)Cn1c(COc2ccc(Cl)cc2Cl)nc2ccccc21
  RMI FANCM FP = 72
> O=C(Cc1csc(NC(=O)Nc2ccc(Cl)cc2)n1)NCc1ccccn1
  RMI FANCM FP = 59
> Cc1ccc(NC(=O)CCCn2nc(-c3cccs3)ccc2=O)cc1Cl
  RMI FANCM FP = 69
> O=C(Nc1nc(=S)ss1)c1ccccc1Cl
  RMI FANCM FP = 57
> COc1ccccc1C(=O)Nc1nnc(-c2ccc(Br)cc2)o1
  RMI FANCM FP = 63
> CCSc1nnc(-c2ccc([N+](=O)[O-])cc2)n1CC(Br)CBr (configuration not stated)
  RMI FANCM FP = 51

The list continues.
| canonical_smiles | RMI FANCM FP |
| --- | --- |
| CCn1nc(C)c(/C=C2/SC(=S)NC2=O)c1C | 66 |
| Cc1nc(-c2ccccc2)sc1C(=O)NCCOc1cccc(C(F)(F)F)c1 | 62 |
| O=C(COc1ccccc1)NNC(=O)c1cccn(Cc2ccc(Cl)c(Cl)c2)c1=O | 60 |
| Cc1nc(C)c(S(=O)(=O)NCc2c(-c3ccccc3)noc2C)s1 | 54 |
| O=C(Nc1nccs1)c1cc(=O)c2ccccc2o1 | 58 |
| COc1ccc(-c2ccnc(SCc3c(F)cccc3Cl)n2)cc1 | 32 |
| Cc1ccc(S(=O)(=O)NCC(=O)NCC(O)Cn2c3ccccc3c3ccccc32)cc1 (configuration not stated) | 61 |
| O=S(=O)(c1cccs1)N1CCN(Cc2nc(-c3ccco3)cs2)CC1 | 62 |
| O=S(=O)(NN1CCOCC1)c1sc(Cl)cc1Br | 53 |
| COc1ccc(NC(=O)Cn2nc(-c3ccc(Cl)cc3)c3sc(C)nc3c2=O)c(OC)c1 | 67 |
| CN(C)C(CNC(=O)C(=O)Nc1nccs1)c1cccc2ccccc12 (configuration not stated) | 52 |
| O=C(Nc1ccc(SCc2cccc(F)c2)nn1)C1CC1 | 66 |
| O=S(=O)(c1ccc(C2CCCCC2)cc1)N1CCN(c2ccccc2)CC1 | 60 |
| O=C(Nc1ccccc1SCC(O)Cn1ccc2ccccc21)c1ccc(Cl)cc1 (configuration not stated) | 59&50 |
| CCOC(=O)c1c(NC(=O)c2cc(-c3ccccc3)nc3ccccc23)sc2c1CCN(C(C)=O)C2 | 65 |
| CC1CCC(C(C)C)C(OP(=O)(c2ccc(N(C)C)cc2)C(O)c2ccccc2F)C1 (configuration not stated) | 58 |
| COC(=O)c1ccc(C2c3c(oc4ccc(C)cc4c3=O)C(=O)N2CCN2CCOCC2)cc1 (configuration not stated) | 60 |
| COCCn1c(=O)c2c(nc3n(-c4ccccc4F)c(-c4ccccc4)cn23)n(C)c1=O | 70 |
| O=C(NCc1ccc2c(c1)OCO2)C1(c2cccs2)CCCC1 | 60 |
| O=C(Cc1csc(SCC(=O)c2ccc(F)cc2)n1)Nc1ccc(F)cc1 | 61 |
| Cc1cc(SCC(=O)Nc2cc(C(F)(F)F)cc(C(F)(F)F)c2)nc(=O)[nH]1 | 57 |
| CCCN1C(=O)C(C)(C)COc2ccc(NC(=O)c3cccc(Br)c3)cc21 | 74 |
| CC1CCC(C(C)C)C(OP(=O)(OC2CC(C)CCC2C(C)C)C(O)c2cccnc2)C1 (configuration not stated) | 60 |
| Cc1cc(NC(=O)c2ccccc2F)n(-c2nc3c(F)cccc3s2)n1 | 64 |

Single values from above.
RMI FANCM FP, `CCOC(=O)c1c(NC(=O)c2cc(-c3ccccc3)nc3ccccc23)sc2c1CCN(C(C)=O)C2` stands at 65
RMI FANCM FP, `CC1CCC(C(C)C)C(OP(=O)(c2ccc(N(C)C)cc2)C(O)c2ccccc2F)C1` (configuration not stated) stands at 58

Later entries:
| canonical_smiles | RMI FANCM FP |
| --- | --- |
| O=C(NCCCc1ccccc1)c1cn(-c2cccc(Cl)c2)nn1 | 70 |
| O=C(NCc1ccncc1)c1ccc(-n2cccn2)cc1 | 58 |
| COc1ccc(NC(=O)NCCn2nc(-c3ccc(OC)c(OC)c3)ccc2=O)cc1 | 67 |
| O=C(NCC(c1ccsc1)N1CCCCCC1)c1ccccc1F (configuration not stated) | 71 |
| O=S(=O)(Nc1cccc(-c2ccc3nnc(-c4ccncc4)n3n2)c1)c1cccs1 | 65 |
| COc1ccc(Nc2nc(Nc3ccc(C(F)(F)F)cc3)nc(N3CCOCC3)n2)cc1 | 58&52 |
| CC(=O)Nc1cccc(-c2nnco2)c1 | 54 |
| O=C(CSc1ncnc2c1nnn2-c1cccc(Cl)c1)NCc1ccc2c(c1)OCO2 | 61 |
| Cc1nc(SCc2ccccc2)[nH]c(=O)c1CC(=O)N1CCN(S(C)(=O)=O)CC1 | 63 |
| CCOc1coc(C(=O)Nc2ccc(Cl)cc2)cc1=O | 65 |
| CCOC(=O)c1nn(-c2ccccc2Cl)c(=O)cc1OS(=O)(=O)c1ccc2c(c1)OCCO2 | 50 |
| CN(C)c1ccc(/C=N\N2C(=O)C3C4c5ccccc5C(c5ccccc54)C3C2=O)cc1 (configuration not stated) | 63 |
| COC(=O)c1cc(-c2ccc(Cl)cc2Cl)n[nH]1 | 59 |
| COC(=O)c1sccc1NC(=O)C1CC(C)=C(C)CC1C(=O)O (configuration not stated) | 59 |
| COc1ccc(CCN=Cc2ccc(Oc3nccc(C(F)(F)F)n3)cc2)cc1OC | 53 |
| CCOC(=O)C1=C(COCCN)NC(C)=C(C(=O)OC)C1c1ccccc1Cl (configuration not stated) | 65&62 |
| O=C(NCCOc1ccc(-c2ccc(F)cc2)nn1)NCc1ccccc1 | 84 |
| CSc1nc(C)nc(Nc2cccc(C(F)(F)F)c2)c1C#N | 61 |
| O=S(=O)(N1CCOCC1)N1CCN(c2ccccc2F)CC1 | 64 |
| CCCOc1nn(CCC)cc1C(=O)NCCc1ccc(OC)c(OC)c1 | 57 |
| COc1c[nH]c(C(=O)Nc2ccc(F)c(Cl)c2)cc1=O | 60 |
| O=C(Cn1cnc(-c2ccccc2)cc1=O)NCc1ccccn1 | 68 |
| O=C(/C=C/c1ccc2c(c1)OCO2)Nc1nnc(SCC(=O)NCc2ccc(F)cc2)s1 | 44 |
| ClCc1nnc(-c2c[nH]c3ccccc23)o1 | 71 |
| CCCc1nnc(-c2cc3ccccc3[nH]2)o1 | 69 |
| Cc1ccc(-n2nnc(C(=O)OCc3nc(-c4ccc(OC(C)C)cc4)oc3C)c2C)cc1C | 67 |
| Cc1ccc(-c2cc(=O)n(CC(=O)Nc3ccc(C(C)C)cc3)cn2)cc1 | 115 |
| O=C(CSc1nnc2ccc3ccccc3n12)Nc1nc(-c2ccccc2)ns1 | 71 |
| CC1SCC(=O)N(CC(=O)NCc2ccccc2)C1=O (configuration not stated) | 57 |
| CS(=O)(=O)/C(C#N)=C/Nc1cnccn1 | 57 |
| C=CCNC(=O)C(=O)Nc1ccc(C)c(Cl)c1 | 55 |
| CSc1ccc2nc(NC(=O)c3nc4ccccc4s3)sc2c1 | 73 |
| CCCCC(=O)Nc1sc(C)c(C)c1C(N)=O | 56 |
| COCCn1cc(C(=O)Nc2nnc(C(C)C)s2)c2nn(-c3ccccc3)c(=O)c-2c1 | 55 |
| COc1ccc(S(=O)(=O)NCC(c2ccc(N(C)C)cc2)N2CCN(C)CC2)cc1F (configuration not stated) | 66 |
| Cc1ccc(S(=O)(=O)NCC(=O)N/N=c2\sc3ccccc3n2C)cc1 | 66 |
| Cc1nn(C)c(C)c1Sc1nccc(-c2cccnc2)n1 | 49 |
| Cn1cccc1C(CNC(=O)C1CC1)N1CCc2ccccc2C1 (configuration not stated) | 61 |

An excerpt from above in order of molecular weight, rising:
| canonical_smiles | RMI FANCM FP |
| --- | --- |
| CCOC(=O)c1ccc2nc(NC(C)=O)sc2c1 | 72 |
| CN1C(=O)C(C)(C)COc2ccc(NC(=O)OCc3ccccc3)cc21 | 66 |
| O=c1[nH]c(O)c(N=Nc2c(Br)cc(Cl)cc2Br)c(=O)[nH]1 | 51 |
